Mtb BioA inh: inhibitors of Mycobacterium tuberculosis BioA enzyme; inhibition, % at 9.99 µM; AID 602481; 360,000 tested, 0.096% active; purified M. tuberculosis BioA enzyme, plate reader; in the data active = inhibition above about 40%; inconclusive = no clear call, values can overlap the other calls
Rv3671c protease: inhibitors of M. tuberculosis serine protease Rv3671c. P9WHR9. inhibition, % at 5.96 µM. 320,000 tested, 0.048% active. AID 2606; in the data active = inhibition above about 38%;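 note: extracellular domain of Rv3671c used as enzyme; 0% = enzyme with DMSO and 100% = no enzyme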
BoNT-F LC inh: blocks Botulinum neurotoxin F light chain protease; Multiplex microsphere protease cleavage assay, flow cytometry; inhibition, % at 10 µM; 360,000 tested, 0.22% active; AID 588497; in the data active = inhibition above about 35%, passing the limit was not always enough; inconclusive = no clear call, values can overlap the other calls; note: plate controls were buffer without enzyme for full effect and enzyme alone for no effect
VHR inh abs: DUSP3 (human) phosphatase inhibition. P51452. recombinant VHR phosphatase, pNPP absorbance. inhibition, % at 13.3 µM. 290,000 tested, 0.52% active. AID 1654; in the data active = inhibition above about 50%; note: some compounds called inactive have numbers as strong as hits
Target sequence (P51452 whole entry, looked up): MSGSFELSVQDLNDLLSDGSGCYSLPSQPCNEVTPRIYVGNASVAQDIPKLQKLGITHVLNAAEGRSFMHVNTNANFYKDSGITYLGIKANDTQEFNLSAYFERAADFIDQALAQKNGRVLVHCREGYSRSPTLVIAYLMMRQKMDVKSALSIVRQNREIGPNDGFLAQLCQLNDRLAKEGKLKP
Mtb FBA inh: inhibits M. tuberculosis FBA enzyme. P9WQA3. purified M. tuberculosis FBA, fluorescence read-out. inhibition, % at 1 µM. 360,000 tested, 2.3% active; in the data active = inhibition above about 27%;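 note: 0% = vehicle and 100% = reference inhibitor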
Target sequence (P9WQA3 whole entry, looked up): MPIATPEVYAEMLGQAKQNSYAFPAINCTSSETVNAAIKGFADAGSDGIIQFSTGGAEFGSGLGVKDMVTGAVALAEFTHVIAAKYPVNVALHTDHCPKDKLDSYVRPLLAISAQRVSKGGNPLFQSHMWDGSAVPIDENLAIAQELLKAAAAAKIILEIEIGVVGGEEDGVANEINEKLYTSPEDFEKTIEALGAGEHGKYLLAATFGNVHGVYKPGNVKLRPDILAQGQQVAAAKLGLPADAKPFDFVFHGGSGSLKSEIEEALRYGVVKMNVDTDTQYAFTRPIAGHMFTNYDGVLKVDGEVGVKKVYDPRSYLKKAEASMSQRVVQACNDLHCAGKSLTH
FadD28 binding: blocks FadD28 binding to the bisubstrate probe; inhibition, % at 12.5 µM; fluorescence polarization; 360,000 tested, 0.22% active; in the data active = inhibition above about 8.5%, passing the limit was not always enough; inconclusive = no clear call, values can overlap the other calls
CCHFV vOTU inh: CCHFV vOTU protease inhibition; inhibition, % at 11.5 µM; 370,000 tested, 0.55% active; Pep-AMC fluorescence; note: 0% = vehicle wells with enzyme and 100% = no enzyme wells
GDH-TPI counter: counter-screen for M. tuberculosis FBA inhibitors: GDH-TPI coupled enzymes. inhibition, % at 4.8 µM. GDH-TPI coupled enzyme counterscreen, NADH absorbance. AID 588335. 360,000 tested, 1.2% active;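 note: 0% = DMSO wells and 100% = wells lacking the enzyme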
UGM FP inh: Mtb UDP-galactopyranose mutase inhibition | P9WIQ1 | purified UGM, fluorescence polarization probe displacement | inhibition, % at 10 µM | 320,000 tested, 0.06% active; in the data active = inhibition above about 10%, passing the limit was not always enough; inconclusive = no clear call, values can overlap the other calls
Target sequence (P9WIQ1 whole entry, looked up): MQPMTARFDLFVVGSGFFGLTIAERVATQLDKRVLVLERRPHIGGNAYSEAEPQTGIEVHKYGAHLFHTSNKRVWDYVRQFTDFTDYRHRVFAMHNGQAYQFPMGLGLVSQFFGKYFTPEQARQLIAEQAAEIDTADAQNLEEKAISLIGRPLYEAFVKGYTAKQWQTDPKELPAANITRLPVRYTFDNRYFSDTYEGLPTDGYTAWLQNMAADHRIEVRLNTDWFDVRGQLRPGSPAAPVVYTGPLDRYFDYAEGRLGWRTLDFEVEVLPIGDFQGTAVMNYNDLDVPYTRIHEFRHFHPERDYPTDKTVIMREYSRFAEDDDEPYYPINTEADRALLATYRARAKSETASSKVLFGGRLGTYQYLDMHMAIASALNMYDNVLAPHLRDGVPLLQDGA
MazF activator: MazEF (E. coli) toxin RNase activation; activation, % at 20 µM; 350,000 tested, 0.32% active; FAM/BHQ RNA-DNA oligo cleavage fluorescence, 5 h; P0AE70; in the data active = activation above about 50%
* marks the source's active call; other numbers are inactive results; u = inconclusive; x = no result given; + = active, no number. Cut-off read from the data, not from the text of the source, unless noted: active = inhibition above about 30%; inactive = the rest.

SMILES | Mtb BioA inh | Rv3671c protease | BoNT-F LC inh | VHR inh abs | Mtb FBA inh | FadD28 binding | CCHFV vOTU inh | GDH-TPI counter | UGM FP inh | MazF activator
CCOCCCNC(=O)C(c1ccc(OC)cc1)N(Cc1ccc2c(c1)OCO2)C(=O)c1ccccn1 (centres undefined) | 0.8 | 2 | -3 | 12 | 2 | 0.6 | -8 | -3 | 0.4 | 3
COc1ccccc1OCCCCCc1c(C)n[nH]c1C | 0.7 | -5 | 0 | 16 | 0 | 0.9 | -8 | 6 | 2.2 | -6
Cc1ccc2c(c1)C(c1ccncc1)=NNC(c1ccc(F)cc1)=N2 | x | -1 | -10 | 30 | -1 | -0.2 | 16 | 3 | -0.4 | -2
Cc1[nH]c2ccc(C(=O)NCCCN(C)C3CCCCC3)cc2c1C | -1.2 | -1 | -3 | 30 | 1 | -0.3 | -9 | 2 | 3.2 | 16
O=C1CC(=O)Nc2cc(S(=O)(=O)N3CCOc4ccccc43)ccc2N1 | 1.3 | 1 | -9 | -10 | 0 | 0.0 | -7 | 12 | -0.5 | 2
Cc1cc(C(=O)OCC(=O)Nc2nc(-c3ccccc3)cs2)c(C)o1 | -4.4 | 6 | -6 | 19 | 1 | -2.2 | 4 | 12 | 3.6 | -22
COc1ccc(N2CCN(CC(O)COc3ccc([N+](=O)[O-])cc3)CC2)cc1 (centres undefined) | x | -8 | -1 | 3 | 3 | -0.4 | 5 | 10 | 4.0 | 0
CNC(=S)N(Cc1ccc2c(c1)OCO2)C1CC(=O)N(c2ccccc2)C1=O (centres undefined) | x | -4 | -5 | -4 | 4 | -7.5 | 0 | -1 | 1.5 | -1
CSc1ccccc1NC(=O)CN(C)C(=O)c1c(C)nn(Cc2ccccc2)c1C | 0.5 | 3 | x | x | 1 | -0.4 | -3 | -4 | -2.4 | 5
C#CCOc1coc(COC(=O)c2ccccc2)cc1=O | -1.7 | 9 | u | 12 | 3 | 0.6 | -6 | 4 | 1.5 | -8
O=C(NCCOC(=O)C1COc2ccccc2O1)c1cccnc1 (centres undefined) | -0.3 | -1 | -11 | -8 | 2 | 2.8 | 6 | -8 | 1.7 | 6
COc1ccc(OC)c(CNc2nc3ccccc3n2CCN2CCCCC2)c1 | 1.4 | 8 | -6 | 18 | -3 | -0.6 | 5 | 8 | -3.3 | 4
COc1cccc(C(=O)NCCS(=O)(=O)NCC2CCCO2)c1 (centres undefined) | -2.5 | 1 | -2 | x | -1 | 0.5 | -2 | 6 | -1.1 | 4
CC(C)CNC(=O)c1ccc(NC(=O)c2ccccc2[N+](=O)[O-])cc1 | -0.5 | -11 | 0 | 5 | 0 | -0.6 | 4 | 2 | -2.5 | -2
FC(F)(F)c1cccc(N2CCN(c3nnnn3-c3ccccc3)CC2)c1 | 2.0 | -8 | 24 | 2 | 6 | -1.8 | 12 | 4 | -0.5 | 4
CCOC(=O)COc1cc(=O)n(CC)c2ccccc12 | 0.1 | -1 | 3 | 27 | -3 | -3.9 | 4 | 1 | -1.5 | 10
COc1ccccc1N1CCN(C(=O)Nc2cccc(C)c2)CC1 | -0.3 | -6 | -36 | 8 | -2 | -5.4 | 17 | -6 | -0.3 | 2
CCOc1cc(C(=O)OCC(=O)Nc2cc(C)on2)ccc1OCC(C)C | x | -16 | -1 | 21 | -1 | -0.1 | 25 | 1 | 0.3 | -15
CCCC(=O)C1=C(O)C(C(=O)OC)C(C)(C)CC1=Nc1ccccc1 (centres undefined) | 2.1 | -5 | 4 | 12 | 3 | -1.7 | 10 | 16 | 2.0 | 0
Cc1cc(C)n(CC(C)Nc2nc3nonc3nc2N2CCCCC2)n1 (centres undefined) | -1.0 | 3 | -5 | 8 | -1 | -3.4 | 8 | 10 | -0.9 | 1
Cn1c(N)cc(-c2ccc(F)cc2)c(C#N)c1=O | x | -5 | -4 | 18 | -1 | -2.4 | 0 | 12 | 0.8 | 4
CCOC(=O)c1sc2nc(C)nc(NCc3ccccc3)c2c1C | x | -16 | -12 | -1 | 53* | -0.7 | -8 | 7 | -3.0 | 7
CCc1nc2ccccc2c(C(=O)OCC(=O)NC2CC2)c1C | 1.1 | -5 | 6 | x | 0 | -3.7 | 7 | 6 | 2.2 | -6
Cc1cccn2c(=O)c(C=O)c(N3CCCCCC3)nc12 | 3.8 | -4 | 1 | 9 | -1 | -2.0 | x | 10 | 1.6 | -6
O=C(Nc1ccccc1)c1sccc1Oc1ccc([N+](=O)[O-])cc1F | x | 7 | -6 | 1 | 2 | -1.4 | 5 | 10 | -0.4 | -1
CC1CN(Cc2cn(C)nc2-c2ccc(Oc3ccccc3)cc2)CCN1C (centres undefined) | 2.0 | 0 | 0 | -4 | -3 | -3.1 | -1 | 20 | x | 9
OCC1(CCOc2ccccc2)CCN(Cc2ccc3c(c2)OCCO3)CC1 | -1.3 | 2 | -9 | 44 | 2 | -1.7 | 1 | 14 | 1.2 | -4
Nc1cc(Cl)cc2c1-c1ccc(Cl)cc1C2 | -1.6 | x | 2 | x | -3 | -0.9 | 8 | 4 | x | 65*
CN(C)c1ccc(N=C/C=C2\N(C)c3ccccc3C2(C)C)cc1 | -1.5 | -9 | -68 | 23 | -6 | -0.7 | 22 | 31 | -10 | 16
COc1ccc(C(=O)CNC2=NCCC2)cc1 | -2.4 | 5 | -7 | 2 | -1 | -1.2 | 3 | 9 | -1.6 | -3
COc1cccc(C(=O)NCCNC(=O)c2ccc(C)nc2)c1 | -1.3 | -12 | 0 | -2 | 5 | 0.6 | 8 | 4 | -1.2 | 6
CC[C@H]1CN(C)C[C@@]2(C(=O)OC)Cc3c([nH]c4ccccc34)C(=O)C[C@@H]12 | 0.4 | -4 | -11 | x | 0 | 0.1 | -5 | 19 | -0.5 | 5
CCOC(=O)C1C(=O)C=C(N2CCOCC2)CC1c1cccc(OC)c1 (centres undefined) | -0.1 | -1 | -25 | 6 | -1 | 0.2 | 10 | 10 | 0.2 | 1
COC(=O)[C@@]1(Cc2ccc(F)cc2)[C@H]2c3cc(C(=O)N4CCCC4)n(CCc4c[nH]c5ccc(OC)cc45)c3C[C@H]2CN1C(=O)c1ccccc1 | x | 2 | x | -3 | x | x | -4 | x | -0.3 | x
Cc1ccc(NC(=O)C(C)OC(=O)COc2cccc(C(F)(F)F)c2)cc1S(=O)(=O)N1CCOCC1 (centres undefined) | -1.5 | x | -5 | x | 4 | -1.1 | 3 | 1 | x | 5
Cc1cccc(N2C(S)=C(C#N)C(=O)NC2c2ccco2)c1 (centres undefined) | -0.3 | 12 | -3 | 4 | 2 | -0.3 | 7 | 9 | 1.4 | 3
CC(C)c1nnc(N2C(=O)C(O)=C(C(=O)c3cccs3)C2c2ccccc2)s1 (centres undefined) | x | x | 10 | 23 | -2 | -3.9 | 3 | 16 | x | 172*
CC1CCC(N(CCCN)Cc2ccco2)CC1C (centres undefined) | -1.8 | 0 | -8 | 20 | 3 | -4.9 | 12 | 0 | -0.2 | 5
COc1ccccc1NC(=O)c1ccc(NC(=O)C2CC2)cc1 | -2.8 | x | 6 | x | 1 | 1.3 | -4 | 4 | x | 3
Fc1cccc(Cl)c1Cn1nnc2c(NCc3ccccn3)ncnc21 | 5.7 | -8 | -20 | 31 | 6 | -0.4 | -8 | -2 | 3.8 | 3
COc1ccc(CN2CCN(CC3CC3)CC2CCO)cc1C (centres undefined) | 8.4 | -2 | u | 16 | 1 | 0.8 | 6 | 28 | 1.3 | 27
COCCCN1C(=O)C(CC(=O)NCc2cccc3ccccc23)CC(C(=O)N(C)C)=C1C (centres undefined) | 0.0 | x | -6 | x | -2 | -3.2 | -4 | 0 | x | 4
Cn1c(SCC(=O)NCc2ccco2)nnc1C1CC1 | 3.3 | 6 | 5 | x | 0 | 0.0 | -1 | -4 | 0.8 | 9
CC1(C)CC2(C)OC(=N)C1(C#N)C2(C#N)C#N (centres undefined) | x | -3 | -3 | -18 | 1 | -3.4 | 2 | 16 | -4.1 | 5
Cc1nc(SCC(=O)NCc2ccco2)nc(C)c1C | 0.9 | -4 | -1 | 10 | 1 | -2.9 | 1 | 4 | 0.0 | -2
O=C1NCN(c2ccccc2)C12CCN(C(c1ccnc3ccccc13)c1nnnn1Cc1ccccc1)CC2 (centres undefined) | -3.8 | x | 1 | x | 1 | 0.8 | 4 | x | x | x
CCCC(=O)Nc1sc(C(=O)OC)c(C)c1C(N)=O | -0.1 | -9 | -3 | 14 | -2 | -0.4 | 11 | 4 | 1.1 | -1
C(=C\c1ccccc1)/CSc1nnc(-c2cnccn2)n1Cc1ccco1 | 3.0 | -1 | -1 | -9 | -3 | 0.5 | 1 | 6 | 2.3 | -5
O=C(Nc1ccc(-c2ccccc2)cc1)c1ccc2c(c1)S(=O)(=O)c1ccccc1C2=O | -1.4 | -9 | -2 | x | 0 | -3.7 | 2 | 9 | -1.8 | 1
COC(=O)c1ccc(CNC(=O)Cn2cc(C)c(=O)[nH]c2=O)cc1 | -1.4 | x | -3 | x | 1 | -2.6 | 1 | 1 | x | 11
CNC(=O)c1cc2c(=O)n3cccc(C)c3nc2n(C(C)C)c1=N | 0.7 | 7 | 6 | -12 | + | -2.8 | -315 | 7 | 1.7 | 6
COc1ccc(N=Nc2c(C)[nH][nH]c2=O)cc1 | x | -15 | 8 | 14 | -14 | 1.0 | 7 | 7 | 0.8 | 0
COc1cc(/C=C/C(=O)OCC(=O)N2CCN(C(=O)c3ccco3)CC2)ccc1O | x | -2 | -2 | -7 | 2 | -0.8 | 8 | 24 | -1.5 | 3

Of the compounds above, these contain a furan ring, fused or not.
SMILES | Mtb BioA inh | Rv3671c protease | BoNT-F LC inh | VHR inh abs | Mtb FBA inh | FadD28 binding | CCHFV vOTU inh | GDH-TPI counter | UGM FP inh | MazF activator
Cc1cc(C(=O)OCC(=O)Nc2nc(-c3ccccc3)cs2)c(C)o1 | -4.4 | 6 | -6 | 19 | 1 | -2.2 | 4 | 12 | 3.6 | -22
Cc1cccc(N2C(S)=C(C#N)C(=O)NC2c2ccco2)c1 (centres undefined) | -0.3 | 12 | -3 | 4 | 2 | -0.3 | 7 | 9 | 1.4 | 3
CC1CCC(N(CCCN)Cc2ccco2)CC1C (centres undefined) | -1.8 | 0 | -8 | 20 | 3 | -4.9 | 12 | 0 | -0.2 | 5
Cn1c(SCC(=O)NCc2ccco2)nnc1C1CC1 | 3.3 | 6 | 5 | x | 0 | 0.0 | -1 | -4 | 0.8 | 9
Cc1nc(SCC(=O)NCc2ccco2)nc(C)c1C | 0.9 | -4 | -1 | 10 | 1 | -2.9 | 1 | 4 | 0.0 | -2
C(=C\c1ccccc1)/CSc1nnc(-c2cnccn2)n1Cc1ccco1 | 3.0 | -1 | -1 | -9 | -3 | 0.5 | 1 | 6 | 2.3 | -5
COc1cc(/C=C/C(=O)OCC(=O)N2CCN(C(=O)c3ccco3)CC2)ccc1O | x | -2 | -2 | -7 | 2 | -0.8 | 8 | 24 | -1.5 | 3

Screening results from PubChem.
